HCT116 bCat-KO: beta-catenin-lacking colon tumor cell growth suppression; HCT116 beta-catenin knockout viability, CellTiter-Glo, 60 h; active compounds read low; viability, % at 10 µM; 140,000 compounds, 1.5% hits;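 active = viability at or under a set limit, the compound median less 4 SD, cut at about 6% in these data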;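 also: 0% = Hyamine 1622 control at 20 µM and 100% = untreated cell control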
Yeast growth inh: reduces growth of yeast BB579 in restrictive medium; S. cerevisiae BB579 growth, OD615, 48 h; inhibition, % at 10 µM; 140,000 compounds, 0.51% hits;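 active = inhibition above a set limit, 3 SD over the mean compound inhibition, cut at about 44% in these data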; also: inactives centre near -24
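Material: Saccharomyces cerevisiae DeaD strain BB579, replicative lifespan model yeast; buffer or medium: CSMM-D restrictive synthetic medium containing dextrose (glucose); compound: 10 µM single dose, DMSO 0.25%; timing: 48 h compound exposure at 30 °C after 4 h preincubation; signal: turbidity as optical density at 615 nm; benchmarks: positive control amphotericin B 10 µg/mL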
GALR2 antag: antagonists of human galanin receptor 2 (GALR2); O43603; GALR2-expressing cells, antagonist mode; inhibition, % at 4 µM; 140,000 compounds, 0.39% hits; in the data active = inhibition above about 27%;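 also: cells stimulated with galanin 1-16 at roughly its EC80; 0% = agonist challenge control and 100% = basal control without agonist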
Target sequence (O43603 whole entry, looked up): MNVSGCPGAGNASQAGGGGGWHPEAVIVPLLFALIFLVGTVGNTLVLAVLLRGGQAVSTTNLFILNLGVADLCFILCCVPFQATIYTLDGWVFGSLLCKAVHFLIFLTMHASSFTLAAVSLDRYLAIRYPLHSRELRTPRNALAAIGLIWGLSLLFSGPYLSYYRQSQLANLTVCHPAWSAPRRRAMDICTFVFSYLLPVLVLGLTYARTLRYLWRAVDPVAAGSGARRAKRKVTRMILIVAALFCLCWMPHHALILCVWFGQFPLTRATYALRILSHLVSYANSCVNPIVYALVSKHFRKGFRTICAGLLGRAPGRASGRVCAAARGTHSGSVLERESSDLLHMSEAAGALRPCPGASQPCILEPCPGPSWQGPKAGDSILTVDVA
NPY-Y2 antag: NPY-Y2 (human) receptor antagonism. NPY-Y2 expressing cells, antagonist mode. inhibition, % at 2.7 µM. 140,000 compounds, 0.99% hits; in the data active = inhibition above about 17%;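 also: 0% = vehicle with agonist challenge and 100% = reference antagonist with challenge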
Target sequence (P49146 whole entry, looked up): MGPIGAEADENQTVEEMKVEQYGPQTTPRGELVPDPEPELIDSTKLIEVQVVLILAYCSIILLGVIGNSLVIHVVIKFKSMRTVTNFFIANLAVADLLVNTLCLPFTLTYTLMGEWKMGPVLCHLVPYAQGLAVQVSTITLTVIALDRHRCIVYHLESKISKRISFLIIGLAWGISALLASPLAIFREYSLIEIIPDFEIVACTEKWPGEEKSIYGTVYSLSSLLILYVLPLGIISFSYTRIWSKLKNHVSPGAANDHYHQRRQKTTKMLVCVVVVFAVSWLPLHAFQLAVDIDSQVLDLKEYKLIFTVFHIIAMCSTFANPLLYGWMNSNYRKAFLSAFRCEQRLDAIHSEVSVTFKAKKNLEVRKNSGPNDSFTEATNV
MRP1 act: MRP-1 activation | H69AR cells + doxorubicin, viability rescue, CellTiter-Glo | viability increase, % at 10 µM | 140,000 compounds, 0.61% hits | AID 799;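 active = viability gain under doxorubicin at or above a set limit, the compound median plus 3 SD, cut at about 4.7% in these data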;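 also: MRP-1 overexpressing cells given doxorubicin 25 µM after compound pretreatment; 18-22 h compound pretreatment then 72 h with doxorubicin before readout; 0% = doxorubicin-only wells and 100% = vehicle-treated cells without doxorubicin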
Measles CPE: protection of cells from measles virus; Measles virus-infected cells, CPE protection, absorbance; protection (pct of control), % at 4 µM; 140,000 compounds, 1.5% hits; AID 841; in the data active = protection mostly above about 24%, no sharp cut-off; inactive = mostly below about 26%; also: some compounds called inactive have numbers as strong as hits
HCT116 PTEN-null: suppresses growth of cells with PTEN deletion; HCT116 PTEN-null viability, CellTiter-Glo, 60 h; active compounds read low; viability, % at 10 µM; 140,000 compounds, 1.2% hits; AID 827;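 active = viability at or below a set limit, 4 SD under the median of all tested compounds, cut at about 3.7% in these data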;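 also: PTEN knockout HCT116 line with beta catenin targeted HCT116 as companion control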
Yeast lifespan up: yeast lifespan extension; 130,000 compounds, 0.68% hits; S. cerevisiae growth with nicotinamide, OD615; deaD strain in restrictive glucose medium; inhibition of the nicotinamide effect, % at 10 µM; AID 775;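 active = inhibition above a set limit, placed 3 SD over the median of all compounds, cut at about 26% in these data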;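 also: 0% = nicotinamide-treated wells and 100% = cells grown without nicotinamide; some compounds called inactive have numbers as strong as hits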
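System: DeaD-strain S. cerevisiae / Buffer or medium: CSMM-D, restrictive glucose (dextrose) synthetic minimal medium / Probe or stimulus: nicotinamide, 1.5 mM, co-present with compound / Compound: one concentration, 10 µM, DMSO 0.25% / Incubation: 48 h compound exposure at 30 °C, humidified / Technique: optical density (absorbance) at 615 nm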
E-sel TNF inh: blocks E-selectin expression induced by TNF alpha; AID 1246; HUVEC TNFa-induced E-selectin immunofluorescence, high content; 120,000 compounds, 0.71% hits; inhibition, % at 2 µM;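 active = inhibition above the batch mean plus 3 SD, and confirmed as a hit on visual image review, cut at about 43% in these data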;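 also: 0% = TNF-stimulated DMSO wells and 100% = unstimulated control wells; not every result past the cut was called active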
Phagocyt inh: inhibitors of macrophage phagocytosis; J774A.1 macrophage IgG-bead phagocytosis, imaging; inhibition, % at 5 µM; 110,000 compounds, 0.07% hits; AID 1029;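 active = inhibition above the mean of the plate negative controls plus 5 SD, cut at about 13% in these data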;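 also: phagocytic index as fraction of beads internalized from green versus red external bead signal; plate controls were DMSO negative control for no effect and cytochalasin-D positive control for full effect; some results beyond the cut were filed as inactive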
An asterisk follows results filed as active; . = no result given.

structure	HCT116 PTEN-null	GALR2 antag	E-sel TNF inh	HCT116 bCat-KO	MRP1 act	NPY-Y2 antag	Yeast growth inh	Yeast lifespan up	Measles CPE	Phagocyt inh
CC(C)n1c(NCc2nc3ccccc3n2C)nc2ccccc21	98	13	-29	95	-1.5	5	0	4	7	2
NS(=O)(=O)c1ccc(CCNC(=O)CNC(=O)C2CCCCC2)cc1	100	-7	4	97	-1.0	-1	-10	8	19	-2
COCCCn1c(SCc2nnc(-c3ccc(OC)c(OC)c3)o2)nnc1-c1ccncc1	93	8	5	86	-2.5	0	-34	.	9	.
COc1ccc([C@@H]2[C@@H](C(=O)C(C)(C)C)N3N=Cc4ccccc4[C@@H]3C23C(=O)OC(C)(C)OC3=O)cc1OC	103	6	.	87	-1.5	2	-3	23	3	-4
CC(=O)Oc1ccc(C(=O)Nc2cccc(C(=O)c3cccc(NC(=O)c4ccc(OC(C)=O)cc4)c3)c2)cc1	68	-8	.	73	-3.0	-3	-43	-1	17	-9
CCC1=NN(C(=O)c2ccc(C)cc2)C(O)(c2ccc(Br)cc2)C1 (configuration not stated)	78	2	.	81	4.9*	6	-25	-3	13	.
Cc1ccccc1CNS(=O)(=O)c1ccc2c(c1)OCCO2	93	-9	21	95	-3.1	3	-20	.	7	.
CCOC(=O)N1CCN(C(=O)CSCC(=O)Nc2nc(-c3ccc(-c4ccccc4)cc3)cs2)CC1	8	7	.	8	-5.2	7	16	-10	44*	-1
COC(=O)c1sccc1NC(=O)CSc1cccc(Cl)c1Cl	80	10	.	89	2.8	12	-51	-13	16	.
Cc1ccc(NC(=O)Cc2noc3ccccc23)cc1	91	-2	5	95	-1.7	4	-30	.	7	.
Cc1ccc(OCCN(C)C)c([N+](=O)[O-])c1	99	-3	-12	90	-1.7	3	-22	2	15	-2
Cc1cc(NC(=O)CSc2nnc(-c3ccco3)n2CC2CCCO2)no1 (configuration not stated)	103	11	8	98	1.9	1	-32	-13	1	-1
Cn1c(N2CCOCC2)nc(-c2ccccc2)c1-c1ccccc1	89	-8	.	80	-2.6	4	-54	-25	11	-1
O=C(Cn1nc(Cl)nc1Cl)c1ccc2c(c1)OCCO2	95	8	.	80	-2.8	7	17	9	15	0
CS(=O)(=O)N(CC(=O)Nc1ccccc1Sc1ccccc1)c1cccc(Br)c1	72	2	35	96	-1.9	2	-41	2	7	0
O=C(Nc1cccc(-c2cn3ccccc3n2)c1)c1cccs1	86	7	.	97	-2.5	1	-20	-6	19	-1
Cc1ccc(CSCCNC(=O)CCSc2ccccc2)cc1	95	-1	.	101	-1.0	8	5	-17	9	.
O=C(NCc1nnc(SCC(=O)N2CCC(Cc3ccccc3)CC2)o1)c1ccccc1F	73	-4	.	73	-0.8	1	-17	0	30	0
Cc1cc(OCC(O)CN2CCN(C)CC2)ccc1C(C)C (configuration not stated)	99	-7	-11	92	-2.0	0	-6	-11	9	-1
CCOC(=O)CNc1ccc2c(c1)OCO2	98	11	22	92	-1.0	4	-7	-5	5	0
Cc1cccc2c1NC(C)CC2C (configuration not stated)	98	-3	39	98	-2.9	2	-64	-3	13	-1
COc1ccc(C2CC(c3cccs3)=NN2C(=O)CSc2nc3c(cnn3-c3ccccc3)c(=O)[nH]2)cc1 (configuration not stated)	59	7	-10	82	-3.0	1	-32	4	6	.
CCOc1cc(C(=S)N2CCCCC2)ccc1OS(=O)(=O)c1ccc(Cl)cc1	56	-9	34	60	-0.6	9	-29	-29	3	.
Cc1sc(NC(=O)c2cccc([N+](=O)[O-])c2)c(C(N)=O)c1-c1ccc(C(C)(C)C)cc1	78	8	-25	74	1.2	0	-43	-5	20	-1
COC(=O)c1ccccc1NC(=O)Cn1cnc2c(cnn2-c2ccccc2)c1=O	98	1	-13	93	-1.1	0	-76	-5	14	0
CCCN1C(=O)c2cc(C(=O)Nc3ccccc3CC)ccc2C1O (configuration not stated)	89	-1	.	86	-2.3	2	-1	-9	16	-1
COc1ccccc1OCCn1cc(/C=C(\C#N)C(=O)NCc2cccs2)c2ccccc21	83	3	.	87	-2.2	2	-27	-5	6	-9
Cc1ccc(-c2nc(C3CCN(S(=O)(=O)c4ccc(C(F)(F)F)cc4)CC3)no2)cc1	56	6	0	61	-1.4	5	-20	-7	2	-5
COCc1nnc(NC(=O)c2ccc(Cl)cc2[N+](=O)[O-])s1	103	3	.	105	-0.4	1	-8	1	39	.
CCCn1c(SCC(=O)c2ccc(OC)c(OC)c2)nc2c1c(=O)n(C)c(=O)n2C	70	-4	3	68	-4.2	4	-3	.	3	.
CCN1C(=O)S/C(=C/c2ccsc2)C1=O	111	0	-4	98	-0.1	3	-41	-9	6	1
O=C1NC(c2ccccc2)=C(c2nc3ccccc3s2)C(c2ccc(O)cc2)N1 (configuration not stated)	40	0	15	49	-3.3	-2	-4	-4	23	0
Cc1nn(-c2ccccn2)c2c1C(c1ccncc1)C1=C(CC(C)(C)CC1=O)N2 (configuration not stated)	81	-9	-11	93	-2.1	4	17	-9	15	-1
O=c1[nH]c2ccc(S(=O)(=O)N3CCCCC3)cc2[nH]1	104	8	-7	91	0.5	2	-43	-6	13	1
CC(C)OC(=O)c1c(-c2ccc(C(C)C)cc2)csc1NC(=O)C1CCCO1 (configuration not stated)	83	-9	-76	78	0.7	5	-24	2	7	-2
Cn1cnnc1SCC(=O)c1ccc(OC(F)F)cc1	108	7	-13	99	-1.0	2	-12	-12	4	0
O=S(=O)(c1ccc2c(c1)OCCO2)N1CCC(c2nc3ccccc3s2)CC1	75	6	.	79	-1.1	2	-32	7	5	0
N#Cc1ccc(N2CCN(c3ccc(F)cc3)CC2)cc1	88	-10	7	87	2.8	2	-22	.	7	.
CN(C)c1ccc(NC(=O)c2ccc(COc3cccc(Cl)c3)o2)cc1	78	10	15	90	-0.7	11	-8	-4	7	6
Cc1ccc2[nH]c3c(N4CCN(Cc5ccccc5)CC4)ncnc3c2c1	25	14	.	22	-5.0	4	-50	-14	21	2
O=C(NC1CCCC1)C(c1ccc(N2CCOCC2)cc1)N(Cc1ccco1)C(=O)c1ccco1 (configuration not stated)	80	7	13	87	-3.7	5	-12	-4	13	2
CNC(=S)N(CCc1c(C)[nH]c2ccc(OC)cc12)Cc1cc(OC)c(OC)c(OC)c1	85	-4	-2	75	-3.2	0	-11	0	9	.
CC1CCc2sc(C(=O)OC(C)C(=O)Nc3ncc(Cl)cc3Cl)cc2C1 (configuration not stated)	102	-2	.	88	0.9	5	-19	4	18	4
CC1Cc2nc(SCC(=O)Nc3ccc(F)cc3F)n(C)c(=O)c2S1 (configuration not stated)	95	5	-20	91	-3.2	6	-7	.	41*	-1
COc1ccc(Cl)cc1S(=O)(=O)Oc1ccc(NC(C)=O)cc1	88	17	16	82	-2.0	1	6	.	13	.
CCCCNC(=S)Nc1ccc(-c2nc3ccc(C)cc3s2)cc1	63	-4	.	73	-3.3	1	-28	-2	14	-3
CCCCC(CC)C(=O)Nc1ccc(Nc2ccccc2)cc1 (configuration not stated)	93	3	.	93	-1.6	2	-10	-2	10	-4
COC(=O)c1nn(-c2cccc(C)c2)c2nnc(Cc3ccccc3)c(=O)n12	89	-13	.	94	-0.6	3	-16	26*	9	-1
CCCNC(=O)COc1nc2ccccc2nc1N1CCOCC1	92	1	9	94	-1.4	2	-49	4	25	-2
c1ccc(-n2cnnc2SCc2nc3ccccc3s2)cc1	94	10	.	93	-1.3	0	-39	-12	15	0

Following part
structure	HCT116 PTEN-null	GALR2 antag	E-sel TNF inh	HCT116 bCat-KO	MRP1 act	NPY-Y2 antag	Yeast growth inh	Yeast lifespan up	Measles CPE	Phagocyt inh
COc1ccc(N=C2C(=O)Nc3c(C)cccc32)cc1	92	5	.	81	-1.6	1	-41	-10	5	-1
Cc1ccc(Nc2nc(N)nc(CSc3nc(C)cc(C)n3)n2)cc1	74	-3	-7	70	-0.1	29*	-47	-14	1	-1
CC(C)(C)NC(=O)COC(=O)c1snc(C(=O)NC2CCCCC2)c1N	21	5	-6	16	1.7	5	-14	-5	6	1
CC(=O)c1cnc2c(-c3ccccc3)cnn2c1C	89	-4	34	84	-0.3	2	-1	-27	14	.
O=c1c2ccccc2c(C=NCCc2ccccc2)c(O)n1Cc1ccccc1	91	2	11	107	-1.5	5	-11	-17	6	-2
Brc1cc(Br)c2nc(-c3ccc(N4CCOCC4)cc3)ccc2c1	77	8	.	81	0.5	1	-61	-11	3	-2
CC(=O)Nc1ccccc1C(=O)C(=O)Nc1cccc(C(=O)NCc2ccc(C)cc2)c1	84	6	.	93	-0.1	7	-59	-3	11	-9
O=C(NCC(c1ccco1)N1CCN(c2ccccc2)CC1)OCc1ccccc1 (configuration not stated)	59	5	.	77	-3.7	12	3	-1	8	-3
Cc1ccc(-c2cc(C(F)(F)F)c(C#N)c(=O)[nH]2)cc1	99	4	.	96	0.1	11	-34	3	3	-4
CCN1CCN(C(c2ccccc2OC)c2nnnn2C2CCCCC2)CC1 (configuration not stated)	90	9	-18	97	-1.1	2	-20	-4	2	0
O=C(CCn1c(=O)[nH]c2ccsc2c1=O)N1CCc2ccccc2C1	104	14	-14	106	0.9	3	-49	-6	10	1
N=C(N)SCc1cccc2ccccc12	88	15	13	79	8.1*	5	-10	-13	33	.
O=C(Cn1nc(-c2cccc(Cl)c2)ccc1=O)Nc1cccnc1	94	11	-42	95	-2.1	1	8	-4	3	1
O=C(Nc1nnc(Cc2ccc(Cl)cc2)s1)c1cccs1	93	11	-31	99	-1.2	3	-25	-15	10	3
O=C(CN(c1ccc2c(c1)OCCO2)S(=O)(=O)c1ccccc1)NCC1CCCO1 (configuration not stated)	99	-7	8	99	-1.2	1	-4	-15	18	-1
Cc1cc(SCC(=O)N(C)CC(=O)Nc2ccc(F)cc2)nc2ccccc12	88	11	.	91	1.2	4	-18	-6	.	-14
COC(=O)c1ccc(-c2n[nH]c(=O)c3ccccc23)cc1	90	4	11	105	-2.0	2	-22	-9	4	.
Cc1ccc(S(=O)(=O)CC(=O)c2ccc(C(C)(C)C)cc2)cc1	95	-7	-32	99	-5.2	6	-13	5	26	0
CCOC(=O)C1=C(CN2CCC(C)CC2)NC(=O)NC1c1ccc(Cl)cc1 (configuration not stated)	74	4	8	84	-4.1	9	-49	5	17	-2
O=C(Nc1ccc(Cc2ccncc2)cc1)c1cccc([N+](=O)[O-])c1	69	-6	.	71	1.8	1	-42	1	14	-3
CCCn1c2ccccc2c2nnc(SCC(=O)Nc3nnc(CC(=O)OCC)s3)nc21	91	-4	19	87	-1.2	9	-39	-2	11	-2
COc1ccccc1NC(=S)NCCc1c[nH]c2ccccc12	79	8	-33	77	-3.0	-1	5	-27	5	2
Cc1ccc(NC(=O)CCC(=O)OCC(=O)c2ccc(-c3ccccc3)cc2)cc1	97	-7	-1	102	0.3	-2	15	-5	7	.

Screens: PubChem, several laboratories
